Bioassay records: PubChem BioAssay, The Scripps Research Institute Molecular Screening Center
V1aR counter: agonists of human V1a receptor, primary screen, counter-screen for OXTR agonist project, fluorescence, CHO-V1R cells | Vasopressin V1a receptor (Homo sapiens), P37288 | Fluo-8 calcium fluorescence, agonist mode; 0% DMSO, 100% 3 nM vasopressin | activation, % at 3 µM | 320,000 compounds, 0.25% hits;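 active = activation above the mean activation of all tested compounds plus 3 SD, per screening run, cut at about 20% in these data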;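 note: signal is peak over basal fluorescence ratio across a 100 second FLIPR read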
TAAR1 agonist: human TAAR1 agonists, primary screen, Fluo-8 calcium fluorescence, CHO RD-HGA16 cells; AID 624467, 2012; activation, % at 3 µM; 360,000 compounds, 0.99% hits; Trace amine-associated receptor 1 (Homo sapiens), Q96RJ0; vehicle wells 0%, saturating PEA agonist 100%;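 active = activation above the mean activation of all test compounds in the run plus 3 SD, cut at about 38% in these data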
Target sequence (Q96RJ0 whole entry, looked up): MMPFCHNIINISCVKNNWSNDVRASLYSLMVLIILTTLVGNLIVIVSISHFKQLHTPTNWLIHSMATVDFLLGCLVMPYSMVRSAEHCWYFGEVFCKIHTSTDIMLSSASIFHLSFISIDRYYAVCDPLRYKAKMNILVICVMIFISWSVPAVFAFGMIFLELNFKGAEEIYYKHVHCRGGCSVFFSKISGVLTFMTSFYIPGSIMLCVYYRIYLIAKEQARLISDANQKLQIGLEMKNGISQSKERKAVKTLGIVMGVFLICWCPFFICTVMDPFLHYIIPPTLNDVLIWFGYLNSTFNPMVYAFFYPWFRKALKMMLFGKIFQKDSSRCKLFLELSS
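Test system: RD-HGA16 (CHO) cells co-expressing Gα16 and hTAAR1 / Benchmarks: DMSO vehicle as 0%, PEA at EC100 as 100% / Repeats: no replicates (n 1) / Measure: % activation from peak over basal fluorescence ratio, DMSO-to-PEA scaled / Timing: 17-24 h plating, Fluo-8 75 min 37 °C, 30 min RT / Technique: kinetic Fluo-8 calcium fluorescence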
CHO-K1 Ca ag: counter-screen for M1 agonists: effect in parental CHO-K1 cells. Fluo-8 calcium fluorescence; scaled to maximal ATP response, vehicle zero. activation, % at 3 µM. 360,000 compounds, 0.48% hits. AID 602248, 2012; in the data active = activation above about 15%;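 note: untransfected CHO-K1 host cells lacking M1 receptor as counterscreen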
TAAR1 antag: human TAAR1 antagonists, primary screen, Fluo-8 calcium fluorescence, CHO RD-HGA16 cells | Trace amine-associated receptor 1 (Homo sapiens), Q96RJ0 | inhibition, % at 3 µM | antagonist | 360,000 compounds, 1.5% hits;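 active = inhibition above a per-plate cutoff, the mean inhibition of test compounds on that plate plus 3 SD, cut at about 49% in these data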;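 note: 0% = DMSO plus EC80 beta-PEA response and 100% = DMSO alone without agonist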
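Assay system: CHO-derived RD-HGA16 cells stably expressing human TAAR1 plus Gα16. Timing: 140 s kinetic read after compound, 140 s after agonist. Technique: kinetic Fluo-8 calcium fluorescence measurement. Measure: % inhibition of agonist calcium response.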
OXTR potentiator: human OXTR potentiators, primary screen, fluorescence, CHO-OTR cells, Fluo-8 calcium | Oxytocin receptor (Homo sapiens), P30559 | Fluo-8 calcium fluorescence, potentiator mode; 0% = oxytocin EC15, 100% = EC100 | activation, % at 3 µM | 320,000 compounds, 0.061% hits | AID 2445, 2010;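 active = activation above that plate's cutoff, the mean activation of tested compounds plus 3 SD, cut at about 6.6% in these data, passing the limit was not always enough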;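 note: 100% uses oxytocin at 75 nM as the full agonist control; some results filed as inactive read as strong as hits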
Target sequence (P30559 whole entry, looked up): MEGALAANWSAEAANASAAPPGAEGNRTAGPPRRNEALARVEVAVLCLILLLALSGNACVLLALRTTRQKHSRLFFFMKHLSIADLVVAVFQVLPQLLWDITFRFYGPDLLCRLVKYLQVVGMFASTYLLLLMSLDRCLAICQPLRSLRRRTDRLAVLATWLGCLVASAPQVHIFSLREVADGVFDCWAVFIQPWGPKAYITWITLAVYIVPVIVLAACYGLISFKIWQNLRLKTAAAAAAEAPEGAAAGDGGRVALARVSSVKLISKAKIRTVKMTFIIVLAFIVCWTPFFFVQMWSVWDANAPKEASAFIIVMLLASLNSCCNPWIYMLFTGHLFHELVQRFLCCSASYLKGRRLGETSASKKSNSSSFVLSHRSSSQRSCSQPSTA
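System: human OTR in CHO cells; Also added: sub-maximal oxytocin, roughly EC15; Timing: compound 6 min at room temperature before oxytocin, 100 s read; Technique: Fluo-8 intracellular calcium fluorescence, ex 470-495, em 515-575 nm; Controls: oxytocin EC15 low and EC100 high; Replication: singlicate.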
CHO parental Ca: ATP-evoked calcium signal inhibitors, parental CHO, primary screen, counter-screen for OX1R antagonist project, cell-based, fluorescence, Fluo-8 calcium dye; AID 463079, 2010; inhibition, % at 5.6 µM; parental CHO-K1, ATP-induced calcium, Fluo-8 fluorescence; 330,000 compounds, 0.63% hits;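 active = inhibition above that plate's mean sample inhibition plus 3 SD, cut at about 26% in these data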;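 note: 0% = ATP-challenged DMSO wells and 100% = DMSO wells without ATP; some compounds past the cut are filed as inactive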
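Test system: untransfected parental CHO cell line; also added: ATP stimulus; dosing: 5.6 µM, single dose; signal: calcium-sensitive Fluo-8 fluorescence; measure: percent inhibition of ATP-evoked calcium rise, normalized to controls; benchmarks: low control ATP plus DMSO, high control DMSO only; replication: one well per compound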
CHRM1 agonist: human M1 muscarinic receptor agonists, primary screen, Fluo-8 calcium fluorescence, CHO-K1 cells, HTS; Muscarinic acetylcholine receptor M1 (Homo sapiens), P11229; CHO-K1 hM1, agonist mode; 0% DMSO, 100% acetylcholine EC100; activation, % at 3 µM; 360,000 compounds, 0.33% hits;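 active = activation above the run's mean compound activation plus 3 SD, cut at about 16% in these data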;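 note: peak over basal fluorescence ratio within a 140 s kinetic read after compound addition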
CHO-K1 Ca antag: M1 antagonist counterscreen hit in parental CHO-K1 cells; ATP-induced calcium, Fluo-8 fluorescence; 360,000 compounds, 0.6% hits; inhibition, % at 3 µM;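 active = inhibition above a per-plate cutoff, the plate's mean sample inhibition plus 3 SD, cut at about 24% in these data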;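 note: 0% = DMSO plus EC80 ATP and 100% = DMSO alone without ATP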
CHO-K1 Ca PAM: nonselective calcium activators in parental CHO-K1 cells, primary screen, counter-screen for M1 PAM project, cell-based, Fluo-8 calcium fluorescence, full deck, 1536-well. ATP EC20; 0% at ATP EC20, 100% at ATP max. activation, % at 3 µM. 360,000 compounds, 0.02% hits. AID 602247, 2012;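 active = activation above the run cutoff, the mean activation of all test compounds plus 3 SD, cut at about 40% in these data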;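 note: peak over basal fluorescence ratio in a 140 s read after ATP addition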
The depositor's hits bear a star; nt = no result given. Outcome played no part in choosing rows; any-hit rate near 3.3%.

nr	SMILES	V1aR counter	TAAR1 agonist	CHO-K1 Ca ag	TAAR1 antag	OXTR potentiator
1	CCc1ccccc1NC(=O)CC1SCCNC1=O (centres undefined)	0.0	1	1.2	-24	-2
2	CC(C(=O)NCc1ccco1)c1ccc([N+](=O)[O-])cc1 (centres undefined)	0.9	1	-0.1	-8	-11
3	CCOc1ccc(C(CC(=O)O)n2cnnn2)cc1 (centres undefined)	0.2	5	-0.1	8	1
4	Cc1sc2nc(C3CC3)nc(SCC(=O)N3CCCc4ccccc43)c2c1C	-0.3	9	nt	17	2
5	COc1ccc(-n2c(=S)[nH]c3cc(C(=O)NCCCN4CCOCC4)ccc3c2=O)cc1	0.1	4	0.1	-12	-1
6	COc1ccccc1/C=C1\SC(=S)N(CCC(=O)Nc2nnc(C)s2)C1=O	0.1	3	1.4	23	4
7	CCOC(=O)c1c(N)sc2c1C1CCN2CC1	0.3	5	0.1	-2	-12
8	CCOc1ccc2nc(NC(=O)CSc3nc4c(c(=O)n(C)c(=O)n4C)n3CC)sc2c1	0.0	19	nt	-4	0
9	Cc1cc(C(=O)CSc2nnc(-c3cccc(F)c3)n2N)c(C)n1Cc1ccc2c(c1)OCO2	4.2	5	2.6	6	-23
10	Cc1ccccc1Cn1c(=O)n(-c2ccccc2)c(=O)c2ccc(C(=O)NCc3ccco3)cc21	-0.5	-1	0.0	2	7
11	O=C(CSC1c2ccccc2C(=O)N1c1ccccc1)N1CCOCC1 (centres undefined)	1.1	6	-0.2	5	2
12	CC(CC(=O)NCc1ccc(Cl)cc1)S(=O)(=O)c1ccc2c(c1)NC(=O)CO2 (centres undefined)	3.1	7	3.3	30	-9

nr	CHO parental Ca	CHRM1 agonist	CHO-K1 Ca antag	CHO-K1 Ca PAM
1	1	-3	-13	8
2	-3	-5	25*	-13
3	-1	-7	2	5
4	-37	nt	nt	nt
5	-20	-12	-11	17
6	-18	-4	-13	15
7	0	-5	-3	1
8	-2	nt	nt	nt
9	-2	-1	-2	5
10	-8	-3	0	6
11	-13	-2	4	-4
12	7	0	-3	-9

The results go on.
nr	SMILES	V1aR counter	TAAR1 agonist	CHO-K1 Ca ag	TAAR1 antag	OXTR potentiator
13	Cc1[nH]n(-c2ccccc2)c(=O)c1N=Nc1ccccc1C(=O)O	-1.7	-4	-1.0	-45	-14
14	CC(=O)N1CCN(C(=O)c2ccc(OC3CCN(CCc4ccccc4)CC3)cc2)CC1	1.6	0	0.4	-8	-1
15	O=C(CN1CCN(c2ccc(Cl)cc2)CC1)N1CCCC1	1.2	4	1.0	-6	-8
16	CCc1nnc(NS(=O)(=O)c2ccc(N/C=C/C(=O)c3ccc(OC)cc3)cc2)s1	1.2	1	0.9	14	-18
17	NCC(=O)NCC(=O)NC[C@H]1O[C@@H](n2cnc3c(N)ncnc32)[C@H](O)[C@@H]1O	nt	1	0.1	-15	nt
18	COc1ccc(/C(O)=C2/C(=O)C(=O)N(c3ncccn3)C2c2ccc(F)cc2)cc1 (centres undefined)	0.2	1	3.0	-19	2
19	Cc1ccc(S(=O)(=O)N2CCC(=O)CC2c2ccccc2)cc1 (centres undefined)	nt	0	-0.1	-18	nt
20	O=C(Nc1ccc(-c2csc(Nc3ccccc3)n2)cc1)c1ccccc1	-0.2	6	0.7	74*	-7
21	O=C(Cc1cccc2ccccc12)N1CCCc2ccccc21	-1.1	10	1.1	18	-16
22	COc1ccc(NC(=O)c2ccc3ncsc3c2)cc1	3.1	4	1.8	-5	-1
23	C=CCSc1nnc2c(n1)-c1cccc3cccc-2c13	-0.5	1	-0.6	-9	-10
24	CCCNC(=O)N(C)C[C@H]1Oc2ncc(C#CCc3ccccc3)cc2C(=O)N([C@H](C)CO)C[C@H]1C	nt	0	0.6	-10	nt

nr	CHO parental Ca	CHRM1 agonist	CHO-K1 Ca antag	CHO-K1 Ca PAM
13	-1	0	2	5
14	-13	-6	7	-14
15	3	-4	-6	15
16	-6	-2	-13	14
17	0	-4	11	1
18	-3	-3	-1	13
19	nt	-2	-8	3
20	15	-4	-12	13
21	-13	-3	-8	21
22	-10	-5	-5	14
23	-11	-6	-4	1
24	nt	-6	-11	10

Going on with the list.
nr	SMILES	V1aR counter	TAAR1 agonist	CHO-K1 Ca ag	TAAR1 antag	OXTR potentiator
25	O=C(CN1C(=O)/C(=C/c2cccc(Br)c2)SC1=S)N1CCCC1	0.6	0	0.6	-8	-12
26	Cn1c(=O)c(C(=O)COc2ccc(F)cc2Cl)c(N)n(Cc2ccccc2)c1=O	1.0	6	2.6	18	-14
27	Cc1nc2sc(C(=O)Nc3ccccc3Cc3ccccc3)c(C)c2c(=O)[nH]1	0.5	-1	0.0	-4	-4
28	COc1ccc(/C=N/NC(=O)CCN2CCCCC2c2cccnc2)cc1Cn1cc([N+](=O)[O-])cn1 (centres undefined)	-0.8	0	-0.2	-9	-3
29	[O-][n+]1ccc(C(O)c2ccccc2)cc1 (centres undefined)	1.9	0	0.2	-18	0
30	c1ccc(OCCNc2ccn3nc(-c4cccs4)cc3n2)cc1	nt	11	4.2	30	nt
31	COCCc1nnc(NC(=O)C23CC4CC(CC(C4)C2)C3)s1	-0.5	2	-0.2	-23	-12
32	COC1C(C)=C(C)C(=O)N1Cc1ccc(F)cc1 (centres undefined)	0.6	1	0.0	1	-2
33	c1ccc(-n2nnnc2-n2cnc3ccccc32)cc1	0.6	1	0.8	1	1
34	CCNS(=O)(=O)c1ccc(NS(C)(=O)=O)cc1	0.5	5	-0.2	-10	0
35	O=C(Cn1c(=O)n(Cc2ccco2)c(=O)c2c3c(sc21)CCCC3)Nc1ccccc1	0.2	2	0.3	-10	-8
36	FC(F)(F)c1ccccc1Cc1c(-c2cccc(Br)c2)nc2ccc(Br)cn12	nt	0	0.2	-16	nt

nr	CHO parental Ca	CHRM1 agonist	CHO-K1 Ca antag	CHO-K1 Ca PAM
25	-4	-6	-10	25
26	4	-7	-12	7
27	-21	-4	-5	19
28	-27	-8	-10	20
29	-1	-4	7	-4
30	nt	1	3	1
31	3	-3	0	-8
32	-11	-6	-11	8
33	-8	-9	-20	-1
34	-2	-4	23	-16
35	-9	-4	-5	12
36	nt	-3	3	-2

More results follow.
nr	SMILES	V1aR counter	TAAR1 agonist	CHO-K1 Ca ag	TAAR1 antag	OXTR potentiator
37	O=C(Nc1ccc(Cl)cc1)Nc1cc(S(=O)(=O)N2CCOCC2)ccc1N1CCCC1	5.2	12	8.2	20	-9
38	Cc1ccc(C2C(C#N)=C(N)OC3=C2C(=O)CC(C)(C)C3)s1 (centres undefined)	0.2	0	0.6	-9	0
39	CC(C)C(C)NC(=O)COC(=O)c1cccc(C(=O)OCC(=O)NC(C)C(C)C)n1 (centres undefined)	0.7	1	0.7	-3	2
40	Cc1ccccc1C(=O)Nc1ccc(O)cc1C(=O)O	-0.4	7	-0.3	8	5
41	Cc1ccc(N2CC(O)Cn3c2nc2c3c(=O)[nH]c(=O)n2C)cc1 (centres undefined)	-0.6	3	0.0	-14	-5
42	COc1ccc(C(=O)Nc2cc(OC)c(NC(=O)Nc3ccccc3)cc2OC)cc1	nt	1	0.5	26	nt
43	CCC(COC(=O)Nc1cccc(C)c1C)NC(=O)OCC(C)C (centres undefined)	3.6	-1	1.7	11	-9
44	Cc1ccccc1NC(=O)C(C)OC(=O)CCC(=O)N(CC(C)C)c1c(N)n(CC(C)C)c(=O)[nH]c1=O (centres undefined)	-0.3	0	-0.2	-8	1
45	CCOC(=O)CN1C(=O)N[C@@H](c2ccccc2)C(C(=O)OC)=C1C	0.8	nt	-0.2	nt	-7
46	COc1ccc(C2CC(c3ccccc3)n3nc(NC(=O)c4cccs4)nc3N2)cc1 (centres undefined)	0.2	5	3.0	6	-3
47	CCN(CC)C(=O)CN1C(=O)/C(=C/c2ccccc2)SC1=S	0.2	7	0.1	-27	-6
48	CCCOc1nc2c(c(=O)n(C)c(=O)n2C)n1CCC	1.0	17	0.9	-6	-9

nr	CHO parental Ca	CHRM1 agonist	CHO-K1 Ca antag	CHO-K1 Ca PAM
37	-13	-3	6	14
38	-9	-4	-11	2
39	-15	-1	-16	19
40	1	-1	-8	16
41	-12	-4	1	8
42	nt	-5	7	-8
43	-25	-7	-6	14
44	-1	0	9	-25
45	-6	-4	-5	-5
46	-27	-2	-12	22
47	-12	-1	-12	8
48	-9	2	-11	9
